MDM2 E3 inh – MDM2-luciferase reporter signal enhancers, primary screen, MDM2 E3 ligase inhibitor project, cell-based, luminescence, 1536-well. E3 ubiquitin-protein ligase Mdm2 (Homo sapiens), Q00987. cell-based MDM2 ubiquitination luciferase reporter, 2 h; 0 = plate control, 100 = twice control, blank-subtracted. signal enhancement, % at 5 µM. 210,000 tested, 0.11% active. AID 1230, 2008;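 active means signal enhancement of 30% or more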;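 further: luminescence tracks abundance of the self-degrading MDM2-luciferase fusion protein; higher signal means inhibition of MDM2 E3 ligase activity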
Target sequence (Q00987 whole entry, looked up, the tested form may be a part): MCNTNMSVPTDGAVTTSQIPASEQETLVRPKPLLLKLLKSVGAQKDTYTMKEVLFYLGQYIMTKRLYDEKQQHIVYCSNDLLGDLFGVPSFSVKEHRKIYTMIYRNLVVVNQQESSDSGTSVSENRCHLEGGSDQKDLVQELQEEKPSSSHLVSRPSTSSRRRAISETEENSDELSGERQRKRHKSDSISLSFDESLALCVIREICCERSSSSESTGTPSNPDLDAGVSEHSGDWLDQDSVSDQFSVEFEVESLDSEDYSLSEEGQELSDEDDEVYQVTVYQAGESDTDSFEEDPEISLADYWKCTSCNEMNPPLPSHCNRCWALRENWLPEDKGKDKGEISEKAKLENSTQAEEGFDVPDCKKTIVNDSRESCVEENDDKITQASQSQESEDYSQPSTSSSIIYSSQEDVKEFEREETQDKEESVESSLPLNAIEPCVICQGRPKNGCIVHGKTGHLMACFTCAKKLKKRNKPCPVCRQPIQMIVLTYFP
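Material: Stable MDM2–luciferase fusion reporter cells | Amount: 2000 cells seeded into each well | Dosing: One concentration, 5 µM, with 0.2% DMSO | Incubation: 4 h cell settling then 2 h compound exposure, 37 °C | Measured by: Luciferase luminescence | Read-out basis: % enhancement relative to plate controls after blank subtraction | Benchmarks: Control and blank well means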
hK5 inh – human KLK5 protease inhibitors, primary screen, biochemical, 1536-well; Kallikrein-5 (Homo sapiens), Q9Y337; inhibition, % at 5 µM; recombinant hK5, fluorogenic AMC substrate cleavage; 210,000 tested, 0.59% active; AID 873, 2007;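 active means inhibition of 40% or more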;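 further: 0% = enzyme controls without compound and 100% = no-enzyme blanks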
Target sequence (Q9Y337 67-293 limits assumed): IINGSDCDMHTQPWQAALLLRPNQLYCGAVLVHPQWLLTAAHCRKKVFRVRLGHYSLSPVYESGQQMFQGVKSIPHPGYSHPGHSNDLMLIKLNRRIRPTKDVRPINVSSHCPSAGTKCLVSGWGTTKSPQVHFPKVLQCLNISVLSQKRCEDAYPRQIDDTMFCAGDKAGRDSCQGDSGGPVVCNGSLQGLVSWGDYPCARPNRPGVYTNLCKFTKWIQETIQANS
FXIIa inh 1536 – human FXIIa protease inhibitors, primary screen, biochemical, 1536-well; Coagulation factor XII (Homo sapiens), P00748; purified FXIIa, Boc-QGR-AMC fluorogenic substrate, 2 h; inhibition, % at 5 µM; 220,000 tested, 0.3% active; in the data active means inhibition above about 40%;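 further: 0% = enzyme with no compound and 100% = blank without enzyme; many of its hits are not listed in these tables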
14-3-3 Bad PPI – inhibitors of 14-3-3 zeta/Bad binding, primary screen, biochemical, TR-FRET, bovine 14-3-3 zeta. inhibition, % at 21.7 µM. 220,000 tested, 0.71% active. 14-3-3 protein zeta/delta (Bos taurus), P63103. TR-FRET 14-3-3zeta/Dy647-pBad peptide displacement, 1 h;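 active means inhibition above about 70%, limit read from the data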;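 further: 0% = full 14-3-3 plus peptide FRET controls and 100% = background without 14-3-3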
Target sequence (P63103 whole entry, looked up): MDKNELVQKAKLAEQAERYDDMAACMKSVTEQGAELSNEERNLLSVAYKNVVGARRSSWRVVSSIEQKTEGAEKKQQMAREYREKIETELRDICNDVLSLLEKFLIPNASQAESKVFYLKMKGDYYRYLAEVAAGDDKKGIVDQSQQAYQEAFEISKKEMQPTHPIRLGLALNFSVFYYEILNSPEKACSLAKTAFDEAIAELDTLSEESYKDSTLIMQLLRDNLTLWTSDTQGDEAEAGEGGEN
p97 inhibitor – inhibitors of human p97 ATPase, primary screen, biochemical; 220,000 tested, 0.42% active; recombinant p97 ATPase, Kinase-Glo ATP luminescence, 3 h; Transitional endoplasmic reticulum ATPase (Homo sapiens), P55072; AID 1481, 2009; inhibition, % at 8 µM; in the data active means inhibition above about 15%;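 further: 0% = DMSO vehicle and 100% = wells lacking enzyme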
FXIa inh 1536 – human FXIa protease inhibitors, primary screen, biochemical, 1536-well. 220,000 tested, 0.14% active. AID 798, 2007. inhibition, % at 5 µM. Coagulation factor XI (Homo sapiens), P03951. purified FXIa, Boc-Glu-Ala-Arg-AMC fluorogenic substrate;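 active means inhibition of at least 40%; inactive means inhibition below 40%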;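 further: fluorescence of freed AMC excited at 355 nm; 0% = enzyme without compound and 100% = no enzyme blank; many of its hits are not listed in these tables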
eIF4E 4G PPI – eIF4E–eIF4G protein interaction inhibitors, primary screen, biochemical, uHTS, TR-FRET, eIF4GI fragment | TR-FRET eIF4E-eIF4GI(517-606) binding, 2 h | inhibition, % at 21.7 µM | 220,000 tested, 0.37% active | AID 782, 2007;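 active means inhibition above about 30%, limit read from the data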;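 further: 0% = full FRET control wells and 100% = background wells lacking eIF4GI fragment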
Rad51 HR inh – human RAD51 strand exchange inhibitors, primary screen, biochemical, fluorescence. 200,000 tested, 0.085% active. DNA repair protein RAD51 homolog 1 (Homo sapiens), Q06609. hRad51 DNA strand exchange, fluorescence dequenching. inhibition, % at 10 µM;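 active means inhibition above 40% at the single screening dose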;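 further: 0% = DMSO control wells and 100% = blanks with heterologous ssDNA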
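material = hRad51 filaments on single-stranded DNA | reagent = Donor/quencher-labelled 47-bp dsDNA substrate | compound = 10 µM final, single point | schedule = strand-exchange reaction 15 min at room temperature | measured by = fluorescein emission 520 nm, excitation 485 nm | read-out basis = % inhibition versus plate control and blank means | benchmarks = plate controls and plate blanks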
Wee1 degr inh – Wee1 degradation inhibitors, primary screen, cell-based, HeLa, Wee1K328M-luciferase, luminescence | reporter increase, % at 5 µM | 220,000 tested, 1.2% active | AID 1321, 2008 | HeLa Luc-Wee1K328M stability; 100% = proteasome inhibitor MG132 effect | Wee1-like protein kinase (Homo sapiens), P30291;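 active means activation above the mean of all tested compounds plus 3 SD, set per screening run, cut at about 8.8% in these data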;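 further: cells exposed to compound for 20 h before luminescence read; 0% = DMSO alone and 100% = MG132 at 30 µM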
* marks the source's active call; other numbers are inactive results; . = no result given; [ ] = another dose, or the depositor's remark.

Molecule | eIF4E 4G PPI | Rad51 HR inh | FXIa inh 1536 | FXIIa inh 1536 | 14-3-3 Bad PPI | p97 inhibitor | Wee1 degr inh | MDM2 E3 inh | hK5 inh
COc1cccc(NS(=O)(=O)c2ccc3[nH]cc(C(=O)N(C)Cc4ccco4)c(=O)c3c2)c1 | -8 | 2 | 2 | 15 | 44 | -2 | -1 | -10 | -9
CCOC(=O)c1ccc(NC(=O)COc2ccc(S(=O)(=O)NC(C)(C)C)cc2)cc1 | 7 | -3 | 1 | 6 | 0 | 5 | 0 | 2 | -9
NNC(=O)CSCc1nc(-c2ccc(Cl)cc2)cs1 | 1 | 19 | -3 | 8 | -10 | 7 | 5 | -18 | -7
CN(NC1CC(=O)N(c2ccccc2)C1=O)c1ccccc1 (stereo not drawn) | 5 | 4 | 5 | 7 | -3 | 1 | 11* | -9 | -8
CCn1c(/C=C/Nc2ccccc2)[n+](CC)c2cc(Cl)c(Cl)cc21 | -25 | 10 | 1 | 7 | 6 | -5 | 0 | -6 | -11
CN1CCN(C(=O)C2=C[C@@H](c3coc4ccccc4c3=O)C[C@@H](OCc3ccc(CO)cc3)O2)CC1 | 3 | -1 | 8 | 13 | -3 | 6 | -1 | . | 3
C/C=C/c1ccc(OCCCCOc2ccccc2C(C)=O)c(OC)c1 | 3 | 14 | 5 | 11 | -2 | -2 | 0 | -12 | -2
Cc1ccc(S(=O)(=O)N2CCCCC2)cc1NC(=O)COC(=O)c1ccc2c(c1)OCO2 | -1 | 17 | 10 | 17 | -6 | 1 | 4 | -6 | -3
COc1ccc(NC(=O)CSc2nnc(-c3cccnc3)n2C)cc1 | -3 | . | 4 | 7 | 0 | 0 | -1 | -11 | 2
COc1ccc(Br)c2oc(S)cc(=O)c12 | 3[fluorescence artefact?] | -1 | 5 | 13 | 50 | 9 | 1 | . | -8
Fc1ccc(Nc2ncnc3sc4c(c23)CCC4)cc1F | 1 | 3 | 2 | 8 | -2[fluorescence artefact?] | 0 | 1 | -14 | -11
Cn1ncc2c(NNC(=O)c3ccc(O)cc3)ncnc21 | 3 | -2 | -2 | 7 | -11 | 5 | 0 | -7 | 0
COc1cc(-c2nc(CN3CCN(c4ncccn4)CC3)c(C)o2)ccc1F | -4 | 8 | -3 | 7 | -11 | 1 | -1 | -4 | 1
CSC1=NCCN1S(=O)(=O)c1ccc(Cl)cc1 | -2 | 32 | -1 | 6 | -14 | 2 | -1 | -18 | 0
Cc1nc(-c2ccc([N+](=O)[O-])cc2)sc1C(=O)O | 18 | . | 2 | 10 | 29 | 0 | -2 | -18 | .
Nc1ccccc1-c1nnc(-c2ccccc2N)n1N | -11 | 3 | -1 | 0 | -6 | 3 | 4 | -20 | -13
O=S(=O)(Nc1ncccc1O)c1ccc(Cl)cc1 | -1 | 3 | 8 | 12 | 3 | 4 | 0 | 6 | 6
CCOC(=O)c1c(C=O)c(C)n(Cc2ccc(C)cc2)c1C | -1 | 4 | 4 | 6 | -6 | -1 | 2 | -14 | -7
CC(=O)Nc1ccc(/C=C/C(=O)c2ccccc2)cc1 | -3 | -2 | -4 | 1 | -1 | 5 | 2 | 5 | -3
O=S(=O)(c1ccc(S(=O)(=O)N2CCOCC2)cc1)N1CCCC1 | 0 | -1 | 1 | 12 | 0 | 1 | 1 | -9 | 5
CS(=O)(=O)Nc1ccccc1C(=O)NC1CC2CCC1C2 (stereo not drawn) | 10 | -3 | 3 | 17 | 0 | 3 | -1 | 1 | -13
COCCCNCC(O)COc1cccc2[nH]c(C)cc12 (stereo not drawn) | 4 | 27 | -7 | 3 | -12 | -1 | 1 | -6 | -12
Cc1cc(C(=O)COc2ccccc2C(N)=O)c(C)n1C | 1 | -6 | -1 | . | -8 | 6 | 1 | 3 | -6
CCCCS(=O)(=O)/C=C\C=C/S(=O)(=O)CCCC | 0[fluorescence artefact?] | . | -3 | 10 | -9[fluorescence artefact?] | 9 | 19* | 31* | -14
CCOC(=O)CSc1ncc(OC)c(Sc2ccc(OC)cc2)n1 | 1 | -8 | -6 | -5 | 0 | -5 | 0 | -8 | -1
Cc1c(Cl)c([N+](=O)[O-])nn1CCCC(=O)NC(C)c1ccccc1 (stereo not drawn) | 5 | 9 | 0 | 10 | 6 | 1 | 2 | 2 | -10
O=C(N/N=C/c1cc2cc3c(cc2nc1Cl)OCCO3)c1ccccc1O | 10 | -5 | 9 | 1 | 67 | 5 | 7 | -5 | -5
O=C(NNC(=O)C1CCN(Cc2ccccc2)CC1)c1cccc(Cl)c1 | 3 | 9 | 0 | 10 | -4 | 3 | -1 | 10 | -33
CC(=O)Nc1cc(NC(C)=O)cc(-c2nc3ccccc3[nH]2)c1 | 0 | -1 | -2 | 9 | -10 | 9 | 2 | 11 | 8
CC(NC(=O)CSc1ncccn1)c1ccc(Cl)cc1Cl (stereo not drawn) | -2 | 21 | 2 | 13 | -6 | 4 | 2 | -7 | 3
O=S(=O)(Nc1nccs1)c1cc(Cl)ccc1Cl | 4 | -11 | -6 | -10 | -3 | 6 | 2 | -20 | 23
COC(=O)c1ccc(NC(=S)N2CCN(Cc3cccc(C)c3)CC2)cc1 | 4 | 3 | -25 | 7 | 9 | -3 | 3 | -5 | 4
Cc1ccc(-c2nnn(CC(=O)N(CCO)C(C(=O)NC3CCCC3)c3ccc(F)cc3)n2)o1 (stereo not drawn) | 2 | -1 | 0 | 10 | -8 | 2 | 3 | -3 | -6
CC(C)CC1c2[nH]c3ccccc3c2CCN1C(=O)CCC(=O)N(C)C (stereo not drawn) | 3 | 4 | -4 | 3 | -1 | 4 | -4 | 9 | -3
CCSC1=C(C#N)C(c2ccccc2Cl)CC(=O)N1 (stereo not drawn) | -4[fluorescence artefact?] | 5 | -2 | 9 | 2 | 4 | -2 | -24 | -1
O=C(CCCN1C(=O)c2cccc3cccc(c23)C1=O)NCc1cccnc1 | 2 | -5 | 36 | 49* | 11 | -6 | -1 | -87 | 39
Nc1cccnc1Sc1ccc(Cl)cc1 | -3 | 0 | 3 | 12 | 1 | 4 | -1 | -13 | -2
CCc1ccc(Nc2cnn(-c3nc4ccccc4s3)c(=O)c2Cl)cc1 | 5[fluorescence artefact?] | 6 | 4 | 7 | -3[fluorescence artefact?] | 2 | -1 | -14 | -10
CCn1nc(C)c(/C=N\NC(=O)c2ccc3c(c2)OCO3)c1C | -5 | -4 | -3 | 4 | -7 | 3 | 0 | . | -4
Cc1occc1C(=O)N1CCN(S(C)(=O)=O)CC1 | 3 | -7 | -7 | -2 | 10 | -3 | 0 | -8 | 9

A second format for part of the listing above.
Results follow in this order: eIF4E 4G PPI, Rad51 HR inh, FXIa inh 1536, FXIIa inh 1536, 14-3-3 Bad PPI, p97 inhibitor, Wee1 degr inh, MDM2 E3 inh, hK5 inh
O=C(N/N=C/c1cc2cc3c(cc2nc1Cl)OCCO3)c1ccccc1O
  10, -5, 9, 1, 67, 5, 7, -5, -5
O=C(NNC(=O)C1CCN(Cc2ccccc2)CC1)c1cccc(Cl)c1
  3, 9, 0, 10, -4, 3, -1, 10, -33
CC(=O)Nc1cc(NC(C)=O)cc(-c2nc3ccccc3[nH]2)c1
  0, -1, -2, 9, -10, 9, 2, 11, 8
CC(NC(=O)CSc1ncccn1)c1ccc(Cl)cc1Cl (stereo not drawn)
  -2, 21, 2, 13, -6, 4, 2, -7, 3
O=S(=O)(Nc1nccs1)c1cc(Cl)ccc1Cl
  4, -11, -6, -10, -3, 6, 2, -20, 23
COC(=O)c1ccc(NC(=S)N2CCN(Cc3cccc(C)c3)CC2)cc1
  4, 3, -25, 7, 9, -3, 3, -5, 4
Cc1ccc(-c2nnn(CC(=O)N(CCO)C(C(=O)NC3CCCC3)c3ccc(F)cc3)n2)o1 (stereo not drawn)
  2, -1, 0, 10, -8, 2, 3, -3, -6
CC(C)CC1c2[nH]c3ccccc3c2CCN1C(=O)CCC(=O)N(C)C (stereo not drawn)
  3, 4, -4, 3, -1, 4, -4, 9, -3
CCSC1=C(C#N)C(c2ccccc2Cl)CC(=O)N1 (stereo not drawn)
  -4[fluorescence artefact?], 5, -2, 9, 2, 4, -2, -24, -1
O=C(CCCN1C(=O)c2cccc3cccc(c23)C1=O)NCc1cccnc1
  2, -5, 36, 49*, 11, -6, -1, -87, 39
Nc1cccnc1Sc1ccc(Cl)cc1
  -3, 0, 3, 12, 1, 4, -1, -13, -2

The list continues.
Molecule | eIF4E 4G PPI | Rad51 HR inh | FXIa inh 1536 | FXIIa inh 1536 | 14-3-3 Bad PPI | p97 inhibitor | Wee1 degr inh | MDM2 E3 inh | hK5 inh
COc1ccc(-n2c(C)nc(N)c2C(=O)c2ccccc2)cc1 | 0 | 8 | -5 | -1 | -6 | 5 | 4 | -10 | 0
CCOC(=O)c1c(N)sc2c(NC(C)=O)cccc12 | 1 | -5 | 5 | 15 | -18[fluorescence artefact?] | 5 | -3 | -9 | -14
COC(=O)[C@@H]1C[C@H]2CC[C@H](O)C[C@H]2N1Cc1ccc(C)s1 | -6 | -2 | -4 | 2 | -8 | . | . | -1 | -2
CN1C2CCC1/C(=C\c1ccccc1Cl)C(=O)/C2=C\c1ccccc1Cl | -8 | . | 4 | -3 | 1 | . | . | 12 | -10
Nn1cnnc1SCC(=O)Nc1ccc2c(c1)OCO2 | -2 | 0 | -6 | -8 | -6 | 5 | -1 | -6 | -9
CC(=O)N1CC(C)c2scc(C)[n+]2-c2ccccc21 (stereo not drawn) | 2 | 27 | 5 | 1 | -8 | 8 | -1 | 10 | -12
Cc1cc(=O)[nH]c(N/N=C/c2ccc(OC(=O)c3cccnc3)cc2)n1 | -3 | -1 | -4 | -6 | -1 | 6 | -2 | -2 | -7
Nc1c(C(=O)Nc2ccc(F)cc2)sc2nc(-c3ccco3)ccc12 | 6[fluorescence artefact?] | -5 | -8 | 6 | 2[fluorescence artefact?] | 8 | -2 | -13 | 1
